# NPY-Y1 PAM-ag: potentiators or agonists of human neuropeptide Y receptor Y1. P25929. NPY-Y1 expressing cells, potentiator/agonist activation. activation, % at 3.6 µM. 0.37% of 220,000 active; in the data active = activation above about 33%, passing the limit was not always enough;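 note: cells stimulated with NPY at EC10 then isoproterenol at EC100; 0% = low agonist plus stimulus and 100% = saturating agonist plus stimulus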
# Target sequence (P25929 whole entry, looked up): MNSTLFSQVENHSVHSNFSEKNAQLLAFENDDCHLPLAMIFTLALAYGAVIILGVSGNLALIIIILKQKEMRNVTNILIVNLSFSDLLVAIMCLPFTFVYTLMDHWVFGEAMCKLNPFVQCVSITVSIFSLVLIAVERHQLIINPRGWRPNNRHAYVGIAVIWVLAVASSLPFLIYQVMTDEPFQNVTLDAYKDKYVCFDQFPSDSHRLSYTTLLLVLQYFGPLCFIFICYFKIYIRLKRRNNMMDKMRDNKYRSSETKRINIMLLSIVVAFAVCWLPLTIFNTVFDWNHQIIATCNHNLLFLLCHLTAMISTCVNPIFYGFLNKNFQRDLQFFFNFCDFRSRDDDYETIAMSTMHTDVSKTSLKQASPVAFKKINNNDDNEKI
# NPY2 pot ag: potentiates or activates human NPY-Y2 receptor | cells expressing NPY-Y2, potentiator/agonist read-out | activation, % at 3.6 µM | 0.45% of 220,000 active; in the data active = activation above about 27%;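 note: cells stimulated with NPY near EC25 plus isoproterenol at EC100; 0% = vehicle plus submaximal agonist and 100% = vehicle plus saturating agonist; some results beyond the cut were filed as inactive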
# TRPML3 ag: agonists of human TRPML3 channel; 0.29% of 220,000 active; activation, % at 3 µM; HEK293 TRPML3-YFP, Fluo-8 calcium fluorescence; 100% = the carbachol control signal;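 active = activation above its plate's cutoff, the mean activation of the plate's test wells plus 3 SD, cut at about 12% in these data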;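 note: 0% = DMSO only wells and 100% = carbachol wells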
#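 Material: HEK293 cells stably carrying human TRPML3-YFP; compound dosing: single dose, 3 µM final nominal compound, 0.3% DMSO final; incubation: 1-h 37 °C dye load, 5-s basal, 120-s post-compound reads; technique: Fluo-8 intracellular calcium fluorescence, excitation 470-495 nm, emission 515-575 nm; read-out basis: percent activation from peak-to-basal fluorescence ratio, scaled between DMSO and carbachol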
# CHOP inh: inhibitors of CHOP induction in ER stress response; 3.8% of 220,000 active; inhibition, % at 10 µM; CHO-K1 CHOP-promoter luciferase, tunicamycin-induced, 15-18 h; AID 2732;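 active = compounds that reduced the stress-induced luciferase reporter signal by more than about 70% of percent inhibition, limit read from the data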;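 note: 0% = tunicamycin plus vehicle and 100% = wells without tunicamycin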
# TRPN1 ag: activates the zebrafish TRPN1 channel. AID 1424. activation, % at 3 µM. HEK293 zebrafish TRPN1-YFP, Fluo-8 calcium fluorescence; 100% = response to 87 µM carbachol. 0.18% of 220,000 active;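 active = activation above its plate's cutoff, the mean activation of test wells on that plate plus 3 SD, cut at about 19% in these data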;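 note: 0% = DMSO alone and 100% = 87 µM carbachol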
#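 Material: zebrafish TRPN1-YFP in HEK293 cells. Doses: one dose of 3 µM, 0.3% DMSO. Incubation: dye 1 h 37 °C plus 30 min RT. Measured by: intracellular calcium fluorescence with Fluo-8.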
# S1P4 antagonist: human S1P4 receptor antagonism; O95977; S1P4-expressing cells, antagonist mode, reporter read-out; inhibition, % at 4.98 µM; 0.26% of 220,000 active; AID 1510; in the data active = inhibition above about 29%;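 note: 0% = wells stimulated with agonist and 100% = vehicle wells without agonist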
# Target sequence (O95977 whole entry, looked up): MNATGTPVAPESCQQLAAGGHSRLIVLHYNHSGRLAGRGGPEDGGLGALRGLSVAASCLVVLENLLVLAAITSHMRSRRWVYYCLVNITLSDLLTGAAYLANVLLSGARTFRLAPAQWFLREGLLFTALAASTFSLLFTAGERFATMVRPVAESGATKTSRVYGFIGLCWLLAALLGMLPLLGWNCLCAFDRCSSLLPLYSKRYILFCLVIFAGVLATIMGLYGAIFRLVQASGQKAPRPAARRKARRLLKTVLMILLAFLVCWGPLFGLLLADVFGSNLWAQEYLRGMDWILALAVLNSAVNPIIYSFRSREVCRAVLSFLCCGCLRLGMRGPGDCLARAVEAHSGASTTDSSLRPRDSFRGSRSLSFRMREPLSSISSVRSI
# NPY Y1 blocker: NPY-Y1 (human) receptor antagonism; P25929; HEK293-CNG Y1 cells, membrane potential fluorescence; NPY at EC95, then isoproterenol; inhibition, % at 3.6 µM; 1% of 200,000 active;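 active = inhibition above the campaign mean inhibition of all tested compounds plus 3 SD, cut at about 20% in these data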;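 note: 0% = DMSO wells given NPY plus isoproterenol and 100% = isoproterenol alone without NPY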
#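 Material: Y1- and CNG-channel-expressing HEK293 cells / Probe or stimulus: NPY 25 nM then isoproterenol 1 µM plus Ro 20-1724 25 µM / Doses: 3.6 µM single dose, DMSO 0.4% / Schedule: compound incubation 1 h at room temperature, readout 45 min post-stimulation / Signal: membrane potential fluorescence / Benchmarks: isoproterenol-only wells as full block versus NPY-plus-isoproterenol wells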
# EP2 mod: modulates human prostaglandin E2 receptor EP2 signaling. 0.83% of 260,000 active. P43116. induction, % at 25 µM. EP2-expressing cells, cAMP HTRF FRET, PGE2 co-stimulation;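 active = compounds whose cAMP rise, as percent of the full-agonist control response, exceeds 60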;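 note: rat C6 glioma line stably carrying human EP2 under a CMV promoter; the protocol text gives 20 µM as final concentration; 100% = response of wells given 1 µM PGE2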
# S1P4 ag: human S1P4 receptor agonism; O95977; S1P4-expressing cell line, agonist reporter assay; activation, % at 4.98 µM; 0.35% of 220,000 active; AID 1509; in the data active = activation above about 11%;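 note: 0% = DMSO vehicle and 100% = reference agonist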
# * hit, by the source's call; x = no result given; & = joins results of further samples.
SMILES,NPY-Y1 PAM-ag,NPY2 pot ag,TRPML3 ag,CHOP inh,TRPN1 ag,S1P4 antagonist,NPY Y1 blocker,EP2 mod,S1P4 ag
Cc1cc(NC(=O)C2C3C(=O)N(c4cccnc4)C(C(=O)NC(C)(C)C)C34C=CC2(C)O4)no1 (stereo not given),0,1,0.5,-10,-0.2,-7,-5,28,0.0
CCN(CC)S(=O)(=O)c1ccc2c(c1)N(CC(=O)NCc1ccco1)C(=O)CO2,4,-11,-1.2,5,-0.5,-14,x,-21,0.0
COc1ccccc1N1CCN(C(=O)Cn2nnc(-c3cccs3)n2)CC1,-4,9,0.6,15,2.7,-13,2,7&0,0.1
Cc1ccc(OCCOc2ccc(Cl)cc2Cl)c([N+](=O)[O-])n1,-3,9,0.4,-41,-0.7,-34,5,-19,102*
CSC1=NCCN1C(=O)c1c(F)cccc1F,6,7,0.7,2,1.0,19,6,25,0.9
Cc1ccc(NC(=O)CN(C)S(=O)(=O)c2cccs2)cc1C,-11,-6,0.2,21,-0.5,8,6,-23,0.2
O=c1[nH]nc(SCc2cc(Cl)ccc2Cl)c(=O)[nH]1,7,-16,0.1,-2,-0.4,-3,x,2,0.6
CN(C)Cc1cnc2ccc(Cl)cn12,5,-4,0.7,-13,1.2,-21,-2,22,0.1
COc1ccc(S(=O)(=O)N2CCC(C(=O)NCc3ccccn3)CC2)cc1Cl,-8,14,-0.2,-1,-1.2,8,16,-5&7,0.8
CCOc1ncccc1C(=O)OCc1c(Cl)cccc1Cl,-3,-2,-0.3,30,0.3,-32,5,36,0.2
Cc1ccc(S(=O)(=O)N(C)c2nc3ccccc3[nH]c2=S)cc1,-7,-3,-1.1,-11,-1.2,-37,x,9,-1.3
Cc1nn2c(N3CCN(C4CCCC4)CC3)cc(C(C)(C)C)nc2c1-c1ccccc1,0,8,0.5,4,-0.4,13,1,11,-1.1
COc1ccc(S(=O)(=O)N(C)CC(=O)NC2CC2)cc1,7,7,-0.2,15,0.0,-17,2,3,-2.9
COc1ccccc1-c1nnc(SCC(=O)Nc2ccc(S(N)(=O)=O)cc2)n1N,24,4,0.3,8,1.4,-1,x,-11,0.6
COc1ccc(N/C(=N\c2nc(C)cc(C)n2)NC(=O)C(C)C)cc1OC,10,11,1.0,1,-0.2,2,1,9,-0.8
COc1cccc(-c2nc(Cc3ccc(OC)c(OC)c3)no2)c1,1,-3,0.7,44,2.5,4,10,-4,-0.1
Cc1cccc(C(=O)Oc2coc(CSc3nnc(NC(=O)C4CC4)s3)cc2=O)c1,19,-4,1.0,28,1.5,-10,4,5,0.0
CCOC(=O)c1cnc(-c2ccccc2)[nH]c1=O,4,-6,-0.6,20,-0.2,-2,-1,12,-1.9
CCOC(=O)c1nnc(-c2ccccc2)nc1NC,5,-5,-0.2,-8,0.2,8,-4,5,-7.2
CCSc1ncccc1C(=O)N[C@@H](CCSC)C(=O)OC,4,4,0.6,-18,0.2,18,x,11,0.2
CCn1c(=N)n(CCO)c2ccccc21,9,10,0.7,15,0.3,-17,3,14,0.8
CC(=O)Nc1cccc(-n2nnc(SCC(=O)c3ccccc3)n2)c1,16,1,-0.4,-1,1.6,-1,x,-29,1.9
CS(=O)(=O)c1ccc(Cl)c(NC(=O)CCc2ccccc2)c1,6,-1,0.1,-2,0.2,23,0,-9,-0.8
COc1ccccc1NC(=O)C12CC3CC(C1)CC(c1ccc(C)cc1)(C3)C2,-39,-28,0.6,43,0.2,-14,14,8,1.1
Clc1ccc(CSc2nnc(CN3CCOCC3)n2-c2ccccc2)cc1Cl,-6,-7,1.2,27,1.9,-13,3,-7,1.7
N#Cc1c(Nc2ccccc2)s[nH]c1=O,-17,10,0.4,64,-0.1,14,x,-12,-1.0
NNC(=O)C=C1CCN(c2ncc(C(F)(F)F)cc2Cl)CC1,-5,10,0.8,-21,2.6,-10,2,-17,1.9
COc1ccc(/C=C(/NC(=O)c2ccc(C)cc2)C(=O)NCC2CCCO2)cc1 (stereo not given),-16,4,0.9,-14,0.5,-13,2,18,-0.8
Cc1cccc(NC(=S)NC(=O)c2cc(-c3ccccc3)nc3ccccc23)c1,-14,-3,0.0,-10,-0.5,-14,21*,25,0.5
O=C(Nc1ccc(CN2CCS(=O)(=O)CC2)cc1)c1ccc(Cl)cc1,10,0,3.9,-4,7.1,8,x,-4,-0.2
O=C(Nc1ccc(N2CCN(C(=O)c3ccccc3)CC2)c(Cl)c1)c1ncn[nH]1,22,-13,-0.1,37,4.4,-10,x,7,0.7
O=C(Nc1ccccc1)OCCNC(=O)c1cccc(Cl)c1,-2,-2,1.0,1,0.7,-1,0,-8,-0.2
CCOC(=O)CN(C(=O)CSc1nnc(Cc2ccccc2)n1-c1ccc(C)cc1)c1ccccc1,9,-2,-1.1,19,-2.4,-17,6,50,-0.5
C=CCn1c(-c2csc(-c3ccc(Cl)cc3)n2)n[nH]c1=S,-1,-5,0.5,72*,-1.3,-10,7,42,1.7
CS(=O)(=O)N1CCC(Oc2ccccc2C(=O)N2CCCCC2CO)CC1 (stereo not given),-7,-8,-0.6,-13,1.9,-2,3,-7,-0.6
Nc1c(C(=O)C2CC2)sc2nc(-c3ccccc3)cc(C(F)(F)F)c12,-4,0,1.7,28,1.4,2,-3,48,-1.4
CCCn1cc(CN2CCC(N3CCC(C(=O)N4CCOCC4)CC3)CC2)c(C)n1,2,-16,1.1,9,1.5,0,x,3,-0.8
CCOC(=O)C(=O)NNc1ccccc1OC,15,12,1.2,-9,1.5,0,x,-3,0.3
CC1CCCCC1NC(=O)c1ccc(N2CCCC2=O)cc1 (stereo not given),-1,-13,1.2,-56,-0.7,-11,1,-3,-1.6
O=C(N/N=C/c1ccc(N2CCCCC2)o1)c1ccccc1[N+](=O)[O-],11,6,0.4,35,1.5,-10,-2,27,1.8
COC(=O)c1ccc(NC(=O)CN(c2ccc(C)cc2)S(=O)(=O)c2c(C)nn(C)c2C)cc1,41,40*,1.0,10,0.6,-14,-9,3,1.0
COC(=O)c1cc(OC)c(OC)c(OC)c1NC(=O)c1ccc(S(=O)(=O)N(C)C)cc1,4,9,1.1,36,1.7,-17,-5,24,-1.3
O=C(Cc1ccccc1)N1CCCC(c2nc(-c3ccc(S(=O)(=O)N4CCCC4)cc3)no2)C1 (stereo not given),-11,0,1.0,28,1.3,-14,2,2,1.1
Cc1[nH]n(S(=O)(=O)Cc2ccccc2)c(=O)c1N=Nc1ccccc1Cl,3,-6,0.2,16,1.4,-10,2,-80,0.9
c1ccc(C(c2nnnn2C2CCCC2)N2CCN(c3nc4ccccc4s3)CC2)cc1 (stereo not given),-12,-9,-0.8,21,1.9,-5,3,9,-0.2
N/C(=N\OC(=O)c1ccc(Cl)cc1Cl)c1ccncc1,13,-3,-0.5,5,1.2,-16,x,2,1.4
Cc1ccc(S(=O)(=O)Cc2cc(-c3ccc(Cl)cc3)no2)cc1,-20,-3,0.5,-8,-0.3,18,4,-20,1.5
CCc1nc(SCc2ccc(Cl)cc2)n[nH]1,-17,-10,0.1,-15,-1.2,1,2,-1,-1.1
O=C(Nc1ccccc1Cl)c1cccc(NC(=O)C2C3CC4OC(=O)C2C4C3)c1 (stereo not given),3,0,1.0,12,1.4,-7,-12,-19,-0.8
O=C(COC(=O)C1CCN(S(=O)(=O)c2ccc3c(c2)OCCO3)CC1)Nc1ccccc1OC(F)F,-26,-2,0.2,22,0.0,-12,-2,-8,2.4
O=[N+]([O-])c1ccc(CSc2ccc(-c3ccccn3)nn2)cc1,-20,-7,-0.5,17,-0.9,9,2,-13,-1.3
Cc1ccc(N2C(=O)C3N=NN(CC(=O)N4N=C(c5cccc6ccccc56)CC4c4ccccc4)C3C2=O)cc1 (stereo not given),-55,-24,1.1,7,-0.3,-5,21*,7,-3.7
COc1ccc(Cl)cc1NC(=O)C1CSC(c2ccncc2)=N1 (stereo not given),-37,-3,0.2,-3,1.2,3,0,13,2.8
O=C(Cc1ccc(Cl)cc1)Nc1ccccc1C(=O)Nc1ccc(C(=O)O)cc1,5,2,0.6,5,0.5,-8,1,-2,1.1
C=CCC(CC(O)COCCC)C(=O)NNC(=S)Nc1ccccc1 (stereo not given),-12,0,-0.9,-4,-0.1,5,x,5,0.6
COc1ccc(OC)c(C2C(C(C)=O)=C(O)C(=O)N2Cc2cccnc2)c1 (stereo not given),-1,6,-0.1,-4,0.0,15,8,20,2.3
COc1ccc(-c2nc3ncccn3c2Nc2ccc3c(c2)OCCO3)cc1,-15,-12,0.6,-21,1.7,6,6,2,-2.1
COC(=O)C1C(=O)C2=C(CC1C)NC(C)=C(C(=O)OCCOc1ccccc1)C2c1ccc(C)o1 (stereo not given),-25,-7,-0.8,19,-0.2,13,5,-7,0.7
CCN(CC)CCCN1C(=O)C(=O)/C(=C(/O)c2ccc(C)cc2)C1c1ccccn1 (stereo not given),-1,5,1.0,2,1.2,-6,-4,-4,-0.4
C=CCOC(=O)C1=C(C)Nc2nnnn2C1c1ccc(OC)cc1OC (stereo not given),-10,-3,0.1,19,0.1,-7,-1,15,-0.4
# Following part
SMILES,NPY-Y1 PAM-ag,NPY2 pot ag,TRPML3 ag,CHOP inh,TRPN1 ag,S1P4 antagonist,NPY Y1 blocker,EP2 mod,S1P4 ag
C=CCNC(=O)C1CCC(C(=O)NCC=C)CC1 (stereo not given),7,-10,1.3,5,0.4,-14,8,21,0.6
O=C1CCN(N=Nc2cccc(Cl)c2)N1,10,4,0.9,38,1.0,1,-3,-3,1.0
COc1ccccc1CNC(=O)c1cc(C)nn1-c1ccccc1,10,3,-0.4,17,0.5,-6,x,11,0.1
N#CC1=C(N)OC2=C(C(=O)CCC2)C12CCC1(CC2)OCCO1,7,2,0.6,-14,0.7,-8,9,3&-31,0.0
O=C(Cn1c(C(F)(F)F)nc2ccccc21)c1ccccc1,3,9,-0.2,5,-0.7,-4,0,7,0.7
CCOC(=O)CSc1[nH]c2cc(OC)ccc2c1[N+](=O)[O-],7,4,1.0,19,0.5,0,-4,-8,-1.5
CCC(C)(C)NC(=O)C(c1ccncc1)N(C(=O)c1sc(C)nc1C)c1ccc(C)cc1 (stereo not given),-2,8,-0.5,-9,-1.3,4,2,-3,-0.5
Cc1cccc(-n2nnnc2SCC(=O)c2cc(C)n(CC3CCCO3)c2C)c1 (stereo not given),-14,-3,-0.2,-18,0.0,-24,15,20,1.2

# Just NPY2 pot ag, TRPML3 ag and TRPN1 ag (3 entries from above):
SMILES	NPY2 pot ag	TRPML3 ag	TRPN1 ag
O=C(Cn1c(C(F)(F)F)nc2ccccc21)c1ccccc1	9	-0.2	-0.7
CCOC(=O)CSc1[nH]c2cc(OC)ccc2c1[N+](=O)[O-]	4	1.0	0.5
CCC(C)(C)NC(=O)C(c1ccncc1)N(C(=O)c1sc(C)nc1C)c1ccc(C)cc1 (stereo not given)	8	-0.5	-1.3

# Source: PubChem
